# GLP1R inv ag – acts as inverse agonist at human GLP-1 receptor; P43220; HEK293 GLP-1R CRE-luciferase, luminescence, 24 h; GLP-1R form is constitutively active; Potency, µM (highest dose often 38.3 µM), for inactives: at the highest dose activity change, negative = inhibition, usual class: inhibitors; hit rate 1.6% among 410,000; note: potency is the fitted concentration of half-maximal effect; % is set by controls: 0 for no effect and ±100 for the full control effect; nearly all actives have a fitted effect of over 55% in size
# Target sequence (P43220 whole entry, looked up): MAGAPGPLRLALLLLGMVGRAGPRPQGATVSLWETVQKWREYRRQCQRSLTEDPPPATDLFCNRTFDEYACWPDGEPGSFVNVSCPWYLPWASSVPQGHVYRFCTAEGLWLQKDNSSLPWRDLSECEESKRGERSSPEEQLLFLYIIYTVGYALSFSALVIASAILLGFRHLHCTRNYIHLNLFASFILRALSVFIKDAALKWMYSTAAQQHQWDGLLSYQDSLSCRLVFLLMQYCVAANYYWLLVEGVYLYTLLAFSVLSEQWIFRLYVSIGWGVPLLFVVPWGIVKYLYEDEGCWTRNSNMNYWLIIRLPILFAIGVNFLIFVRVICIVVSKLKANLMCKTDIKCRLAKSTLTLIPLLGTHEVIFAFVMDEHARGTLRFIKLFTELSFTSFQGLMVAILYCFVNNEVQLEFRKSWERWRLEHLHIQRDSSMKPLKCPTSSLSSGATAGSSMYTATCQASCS
#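 Stable HEK293 clone (constitutively active GLP-1R + cAMP-response luciferase); 200 cells/uL plated, 12 h pre-culture, compound 24 hr, 37 deg C/5% CO2; detection reagent 12 min RT; luminescence.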
# TDP-43 yeast inh – rescues yeast growth from TDP-43 toxicity; TDP-43 expressing yeast growth rescue, BacTiter-Glo, 24 h; Potency, µM (series often up to 46.1 µM), inactives show top-dose growth rescue (activation), actives largely listed as activators; hit rate 1.8% among 410,000; AID 652104; note: potency is the fitted concentration of half-maximal effect; % of control where 0% means no effect; nearly all actives have a fitted effect of over 50% in size
#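 Cell-based yeast growth screen: TDP-43 expression induced in galactose, inoculum OD600=0.02 after raffinose pregrowth to mid-log. Read-out BacTiter-Glo luminescence at 24 hr, 30 deg C; inhibition of toxicity seen as signal increase.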
# aSyn yeast inh – rescues yeast growth from alpha-synuclein toxicity; Potency, µM (titrated, usually from 46.1 µM), inactives show top-dose growth rescue (activation), most hits filed as activators; AID 652106; hit rate 0.14% among 370,000; Yeast expressing alpha-synuclein, growth rescue, BacTiter-Glo, 24 h; note: potency is the fitted concentration of half-maximal effect; % of control where 0% means no effect; nearly all actives have a fitted effect of over 65% in size
#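 Readout is rescue of growth in alpha-synuclein-expressing yeast, so inhibitors of toxicity appear as activators. Growth after 24 hr at 30 deg C in galactose medium is quantified by luminescence.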
# PTHR1 ag – PTHR1 (human) receptor agonism; AID 743266; HEK293 GP2 PTHR1 cells, GloSensor cAMP luminescence, 1 h; hit rate 0.075% among 410,000; Q03431; Potency, µM (titrated, usually from 115 µM), for inactives: at the highest dose activation, most hits filed as activators; note: potency is the fitted concentration of half-maximal effect; nearly all actives have a fitted effect of over 55% in size; some results filed as inactive show a strong effect at the top dose; inactives centre near -15; many of its hits are not listed in these tables
#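 HEK-293-derived GP2 cells expressing PTHR1 and a GloSensor cAMP reporter, 3,000/well, plated overnight, given luciferin plus IBMX (each 0.5 mM as added) for 1 h at 37 °C, then compound for 1 h at 37 °C. Luminescence was read after 15 min at room temperature.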
# GLP-1R agonist – agonists of human GLP-1 receptor; P43220; HEK293 GLP-1R CRE-luciferase, luminescence, 4-6 h; cells express a hypersensitive GLP-1R form; Potency, µM (highest dose often 45.6 µM), inactives show at the highest dose activation, most hits filed as activators; hit rate 0.007% among 380,000; AID 624172; note: potency is the fitted concentration of half-maximal effect; % of control where 0% means no effect
# FUS yeast rescue – suppressors of FUS proteinopathy in yeast; S. cerevisiae FUS-expressing, growth rescue, OD600, 24 h; Potency, µM (highest dose often 76.6 µM), inactives show at the highest dose growth rescue (activation), most hits filed as activators; hit rate 0.24% among 390,000; AID 1347120;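 note: potency is the fitted concentration of half-maximal effect; plate controls were DMSO vehicle for no effect and reference control for full effect; nearly all actives have a fitted effect of over 55% in size; some results filed as inactive show a strong effect at the top dose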
#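 Cultures pregrown in 2.5% raffinose medium are shifted to minimal medium containing 2% galactose to express toxic FUS. Compounds are tested at several concentrations. After 24hr at 30C, growth is quantified at 600 nm absorbance.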
# pAkt inh – blocks phosphorylation of Akt; Neuro2A IGF-stimulated pAkt S473 HTRF, 20 min; stronger effect = lower value; activity change, % for hits at 50 µM; hit rate 0.32% among 360,000; in the data active = activity change below about -80%; inconclusive = mostly about -51% to -80%; note: % is set by controls: 0 for no effect and ±100 for the full control effect
#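 Single-point screen (50 µM final compound) in Neuro2A cells stimulated 20 min with 6 nM IGF at 37 deg C. After lysis, Ser473-phosphorylated Akt read by HTRF (ex 330 nm, em 615/665 nm) as the 665/615 ratio.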
# D3 antag – blocks the human D3 dopamine receptor | P35462 | max response, negative = inhibition, % | D3R cells, DiscoveRx beta-arrestin luminescence, antagonist mode; stronger effect = lower value | AID 652054 | hit rate 2.5% among 360,000; in the data active = max response below about -50%; inconclusive = no clear call, values can overlap the other calls; note: % is set by controls: 0 for no effect and ±100 for the full control effect; mostly tested at two doses, the higher about 12 µM
# Target sequence (P35462 whole entry, looked up): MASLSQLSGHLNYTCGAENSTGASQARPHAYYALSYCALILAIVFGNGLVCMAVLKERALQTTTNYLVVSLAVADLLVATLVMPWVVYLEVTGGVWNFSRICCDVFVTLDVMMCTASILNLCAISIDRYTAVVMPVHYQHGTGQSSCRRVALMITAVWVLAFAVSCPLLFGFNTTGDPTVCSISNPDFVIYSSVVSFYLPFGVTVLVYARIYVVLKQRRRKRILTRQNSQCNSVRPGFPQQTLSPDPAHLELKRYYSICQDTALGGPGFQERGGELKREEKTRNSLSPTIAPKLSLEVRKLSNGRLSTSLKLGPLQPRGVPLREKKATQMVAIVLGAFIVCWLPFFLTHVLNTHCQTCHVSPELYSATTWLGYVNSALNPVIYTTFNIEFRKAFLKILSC
#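 Cells plated overnight at 1500 cells/well, then exposed to library compounds with dopamine controls for 90 minutes at 37 degrees C. DiscoveRx reagent added for 30–60 minutes at room temperature; luminescence read, quantitative HTS format.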
# Abeta yeast res – compounds reversing amyloid beta toxicity in yeast; yeast expressing A-beta42, growth rescue, OD600, 48 h; response scale: 0% DMSO, 100% iron-clioquinol control; Potency, µM (series often up to 46.1 µM), for the others: top-dose growth rescue, usual class: activators; hit rate 0.063% among 410,000; AID 1347071; note: potency is the fitted concentration of half-maximal effect; nearly all actives have a fitted effect of over 55% in size
#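 Yeast A-beta toxicity model in growth medium with pinned compounds, 48 h at 30 C; growth read as absorbance at 600 nm. Normalized to FeCl3/clioquinol equimolar mix (positive) and DMSO (negative).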
# Starred values were filed as active, the others as inactive; i = inactive; ? = inconclusive; . = not tested or not shown; [ ] = dose if it differs, or a comment. Unless noted, calls come from the whole dose curve; as a rule, active = well fitted curve in the direction sought with a large enough effect; inconclusive = small, poorly fitted or top-dose-only effect, or another doubt; inactive = no such curve, though single readings can be large; an effect the other way counts as inactive or inconclusive. An excerpt. The share of hits here may be higher or lower than overall.
SMILES,GLP1R inv ag,TDP-43 yeast inh,aSyn yeast inh,PTHR1 ag,GLP-1R agonist,FUS yeast rescue,pAkt inh,D3 antag,Abeta yeast res
Cc1cc(N2CCN(C(C(=O)NC3CCCC3)C(C)C)CC2)c2ccccc2n1 (stereo unspecified),-2%,-11%,-3%,10%,.,-5%,i,-6,-30%
CCOc1ccc(CCNC(=O)CCC(=O)N2CCOc3ccc(C)cc32)cc1OCC,-24%,2%,-2%,-6%,-1%,10%,i,-11,1%
COC(=O)c1ccc(/C=N/OCC(=O)NC2CCCCCCC2)cc1,13µM*,25%,11%,i,9%,22%,i,3,-25%
Cc1csc(N/N=C/c2ccccc2F)n1,12%,?,-1%,-24%,15%,13%,i,-11,2%
O=C(Nc1ccc(O)cc1)/C(=C\C=C\c1ccccc1)NC(=O)c1ccccc1,?,6%,-1%,-14%,-2%,41%,i,3,2%
O=C(NCCO)c1c(O)c2cccc3c2n(c1=O)CC3,-28%,-32%[inhibitor],-4%,-20%[57.5 µM],9%,-3%,i,-9,-14%
O=C(CCCc1ccccc1)NC1CC1,23%,20%,3%,-21%,-19%,.,i,-14,-13%
CC(C)NC(=O)c1cnc(N2CCN(c3ccccn3)CC2)c2ccccc12,?,8%,-1%,-31%[inhibitor][57.5 µM],0%,4%,i,27,5%
O=C(Cn1nnc(-c2ccccc2)n1)N1CCN(c2ccc(F)cc2)CC1,-3%,-5%[9.22 µM],-4%,i,0%,-6%,i,-9,-11%
CC(C)C(NS(=O)(=O)c1c(Cl)cccc1Cl)C(=O)OCC(=O)c1c[nH]c2ccccc12 (stereo unspecified),?,11%,1%,-20%,-28%,.,i,2,26%
CN(C)c1ccc(NC(=O)Cn2cc(S(=O)(=O)Cc3ccccc3Cl)c3ccccc32)cc1,?,11%,.,i,.,12%,.,.,-2%
CSC1=NC2(CC(c3ccccc3)Oc3cc(O)ccc32)CC(C)(C)N1 (stereo unspecified),?,-9%,12%,-2%,-5%,-9%,i,19,18%[9.22 µM]
COc1ccc(NC(=O)C2CCN(S(=O)(=O)c3cn(C)cn3)CC2)cc1Cl,4%,22%,.,i,.,-14%,.,.,-4%
CCc1ccccc1N1C(=O)[C@@H]2Cc3ccccc3CN2C1=O,6%,?,2%,i,-6%,-10%,i,19,9%
O=C(NCCNC(=O)c1ccco1)c1ccc(F)cc1,40%[activator],7%,-1%,i,0%,-5%,i,5,-5%
Cc1cc(NC(=O)c2ccco2)cc(-c2nc3cc(Cl)ccc3o2)c1O,9%,21%,.,-18%,.,-22%,.,.,-15%
CCOC(=O)c1sc(-c2ccc(F)cc2)cc1NC(=O)Nc1ccccc1OC,-2%,0%,-7%,-2%,-1%,.,i,10,14%
CC(=O)NCc1ccc(-c2nc3ccccc3s2)cc1,-19%,6%,1%,-47%[inhibitor],2%,27%,i,-3,-3%
CC1=C(C(=O)N(C)C)CC(CC(=O)NC(c2ccccc2)c2ccccc2)C(=O)N1Cc1ccc(C(C)(C)C)cc1 (stereo unspecified),?,?,-7%,i,2%,?,i,?,11%
CCCCCC(=O)Nc1ccc(NC(=O)c2cc3ccccc3o2)c(OC)c1,-3%,1%,.,i,.,3%,.,.,-15%
O=C(O)C1CCCC[C@H]1C(=O)Nc1ncc([N+](=O)[O-])s1 (stereo partly specified),9%,6%,-4%,?,-2%,-27%,i,?,-6%
Cc1cc(C(=O)OC(C)C(=O)Nc2nc(-c3ccccc3)cs2)c(C)o1 (stereo unspecified),10µM*,0%,-37%[inhibitor],11%[57.5 µM],1%,44%,i,4,22%
Cc1cscc1-c1nc(NCC2CC2)nc2ccsc12,?,21%,-11%,i,21%,7%,i,19,14%
CCOC(=O)c1[nH]cnc1C(=O)O,8%,-9%,-1%,-19%,-4%,-10%,i,0,-14%
CCc1c(C(=O)NNC(=S)NCCc2ccccc2)csc1C,?,-13%,-14%,i,-16%,?,.,-66*,-16%

# Two of the compounds above, with values under each structure.
# Each structure is followed by: GLP1R inv ag	TDP-43 yeast inh	aSyn yeast inh	PTHR1 ag	GLP-1R agonist	FUS yeast rescue	pAkt inh	D3 antag	Abeta yeast res
O=C(Cn1nnc(-c2ccccc2)n1)N1CCN(c2ccc(F)cc2)CC1
 : -3%	-5%[9.22 µM]	-4%	i	0%	-6%	i	-9	-11%
CC(C)C(NS(=O)(=O)c1c(Cl)cccc1Cl)C(=O)OCC(=O)c1c[nH]c2ccccc12 (stereo unspecified)
 : ?	11%	1%	-20%	-28%	.	i	2	26%

# Full records from above. Values in the order: GLP1R inv ag	TDP-43 yeast inh	aSyn yeast inh	PTHR1 ag	GLP-1R agonist	FUS yeast rescue	pAkt inh	D3 antag	Abeta yeast res
# O=C(O)C1CCCC[C@H]1C(=O)Nc1ncc([N+](=O)[O-])s1 (stereo partly specified) is listed as 9%	6%	-4%	?	-2%	-27%	i	?	-6%
# CCOc1ccc(CCNC(=O)CCC(=O)N2CCOc3ccc(C)cc32)cc1OCC is listed as -24%	2%	-2%	-6%	-1%	10%	i	-11	1%
# O=C(CCCc1ccccc1)NC1CC1 is listed as 23%	20%	3%	-21%	-19%	.	i	-14	-13%
# CC1=C(C(=O)N(C)C)CC(CC(=O)NC(c2ccccc2)c2ccccc2)C(=O)N1Cc1ccc(C(C)(C)C)cc1 (stereo unspecified) is listed as ?	?	-7%	i	2%	?	i	?	11%
# O=C(NCCNC(=O)c1ccco1)c1ccc(F)cc1 is listed as 40%[activator]	7%	-1%	i	0%	-5%	i	5	-5%

# Going on with the list:
SMILES,GLP1R inv ag,TDP-43 yeast inh,aSyn yeast inh,PTHR1 ag,GLP-1R agonist,FUS yeast rescue,pAkt inh,D3 antag,Abeta yeast res
O=C1CCCc2sc3c(c2N1)CCCCC3,5%,-17%,1%,i,8%,34%,i,-28,0%
Cc1ccc(OCc2ccc([N+](=O)[O-])cc2)c([N+](=O)[O-])n1,32%[activator],21%,2%,i,4%,13%,i,-18,-3%
CCCN(CC(=O)Nc1ccccc1C)C(=O)/C=C/c1cccs1,-25%,16%,1%,i,0%,.,i,0,4%
COC(=O)C(C(=O)OC)c1ccccc1[N+](=O)[O-],5%,18%,6%,i,-6%,-12%,i,13,7%
CCc1nc2ccc(C(=O)Nc3ccc4c(c3)OCO4)cc2nc1CC,-1%[7.66 µM],-14%,-2%,-46%[inhibitor],3%,23%,i,2,-37%
Cc1ccc(OCc2cc(C(=O)N3CCCC(C)C3)no2)cn1 (stereo unspecified),2%,22%,7%,-86%[inhibitor],-1%,-46%,i,44,0%
COc1ccccc1/C=C/C(=O)OCC(=O)N1c2ccccc2CC1C (stereo unspecified),?,?,-3%,-8%,3%,-12%,i,0,?
C/C(N)=C(/C#N)C(=O)CSc1nnc(Nc2ccccc2C)s1,0%,-12%,-6%,-50%,2%,.,i,0,7%
C[C@H]1CN([C@@H](C)CO)C(=O)CCCn2nncc2CO[C@@H]1CN(C)S(=O)(=O)c1ccc(-c2ccccc2)cc1,35%[activator],0%,0%,-20%,-2%,30%,i,10,-3%
O=C(c1ccc(COc2c(F)c(F)cc(F)c2F)o1)N1CCN(c2ccc(Cl)cc2)CC1,-4%,-4%,1%,i,20%,30%,i,11,15%
c1ccc(Cn2cc(CN3CCCO3)c(-c3ccc4c(c3)OCO4)n2)cc1,-22%,21%,3%,-53%[inhibitor],-5%,12%,i,18,25%
Cc1cc(NC(=O)c2cc(-c3cccs3)nc3ccccc23)no1,?,16%,3%,i,-2%,-6%,i,35,5%
CCCn1cc(SCC(=O)Nc2ccc3c(c2)OCO3)c2ccccc21,?,?,5%,-29%,5%,40%,i,1,0%
CCn1c2ccccc2c2cc(NC(=O)COC(=O)c3ccccc3F)ccc21,57%[activator],10%,2%,-9%,-11%,-3%,i,6,4%
COc1ccc(NC(=O)C2CCN(S(=O)(=O)c3ccc4[nH]c(=O)ccc4c3)CC2)cc1Cl,9%,0%,-3%,-18%,0%,1%,.,.,-3%
O=[N+]([O-])c1cc(C(F)(F)F)c(Cl)cc1N1CCN(CCO)CC1,0%,-4%,1%,-32%[inhibitor],4%,-3%,i,1,-2%
O=c1cc(CN2CCCCCC2)nc2sccn12,1%,-15%,0%,0%,6%,17%,i,-5,-15%
O=c1c2sc3ccccc3c2n(Cc2cccc(Cl)c2)c(=O)n1Cc1ccc(F)cc1,-4%,2%,.,-34%[inhibitor],.,-3%,.,.,-4%
Cc1cccc(NC(=O)c2ccccc2C(=O)O)c1,8%,17%,10%,-8%[57.5 µM],0%,2%,i,-5,24%
CCOc1ccc(CN(Cc2ccco2)S(=O)(=O)c2ccc(-n3cnnn3)c(OC)c2)cc1,-17%,-16%,-23%,-14%,3%,13%,i,?,20%
O=C(Cn1c(=O)n(Cc2ccc3c(c2)OCO3)c(=O)c2ccccc21)N1CCCc2ccccc21,-1%,-11%,?,?,-27%,21%,i,0,23%
CCN1CCN(c2cc(C)c3cc(NC(=O)c4cc(OC)c(OC)c(OC)c4)ccc3n2)CC1,-7%,-3%,.,-34%[inhibitor],.,-10%,.,.,-16%
Cc1oc2c(c(C)cc3oc(=O)c(CC(=O)NCCc4ccccc4F)c(C)c32)c1C,6%,6%,.,i,.,-22%,.,.,-13%
CN(C(=O)COC(=O)c1cccc(S(=O)(=O)N2CCOCC2)c1)C1CCS(=O)(=O)C1 (stereo unspecified),8%,-19%,-12%,-17%,-14%,7%,i,-5,-8%
Cc1cccc(-c2nc(CS(=O)CC(=O)N3CC(C)CC(C)C3)c(C)o2)c1 (stereo unspecified),-23%,-3%,2%,-4%,-5%,6%,i,0,13%

# Screens as filed in PubChem.
